# Assay outcomes: PubChem, National Center for Advancing Translational Sciences (NCATS)
# Pol eta inh – blocks human DNA polymerase eta activity. AID 588591. Potency, µM (titrated, usually from 114 µM), for inactives: top-dose activity change, negative = inhibition, actives largely listed as inhibitors. 1.2% of 390,000 active. Q9Y253. recombinant Pol eta, fluorescent DNA replication assay; further: on the % scale 0 is the no-effect control and ±100 the full control effect
#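 Pol eta at 10 nM preincubated with compounds 15 min at room temperature; reaction started with fluorescent substrate (50 nM final) and read kinetically at 0 and 10 min.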
# BAZ2B block – blocks human BAZ2B | AlphaScreen BAZ2B-H3K14Ac peptide displacement | 4.4% of 360,000 active | Potency, µM (doses to about 114 µM), for inactives: at the top dose activity change, negative = inhibition, actives largely listed as inhibitors; further: on the % scale 0 is the no-effect control and ±100 the full control effect; nearly all actives have a fitted effect of over 60% in size
#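 AlphaScreen displacement of biotin-H3(5-23)K14Ac peptide (50 nM final) from BAZ2B (50 nM final) in PBS pH 7.4, 0.01% Tween-20; complex preformed 30 min RT, then compounds (top 110 uM) 30 min RT, beads 20 min dark.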
# JMJD2A Tudor inh – inhibitors of human JMJD2A Tudor domain | AlphaScreen JMJD2A-Tudor / H3K4me3 peptide binding | Potency, µM (top dose mostly 114 µM), for the others: at the top dose activity change, negative = inhibition, most hits filed as inhibitors | 4.4% of 390,000 active | AID 504339; further: on the % scale 0 is the no-effect control and ±100 the full control effect; nearly all actives have a fitted effect of over 50% in size
# Target sequence (O75164 whole entry, looked up, the tested form may be a part): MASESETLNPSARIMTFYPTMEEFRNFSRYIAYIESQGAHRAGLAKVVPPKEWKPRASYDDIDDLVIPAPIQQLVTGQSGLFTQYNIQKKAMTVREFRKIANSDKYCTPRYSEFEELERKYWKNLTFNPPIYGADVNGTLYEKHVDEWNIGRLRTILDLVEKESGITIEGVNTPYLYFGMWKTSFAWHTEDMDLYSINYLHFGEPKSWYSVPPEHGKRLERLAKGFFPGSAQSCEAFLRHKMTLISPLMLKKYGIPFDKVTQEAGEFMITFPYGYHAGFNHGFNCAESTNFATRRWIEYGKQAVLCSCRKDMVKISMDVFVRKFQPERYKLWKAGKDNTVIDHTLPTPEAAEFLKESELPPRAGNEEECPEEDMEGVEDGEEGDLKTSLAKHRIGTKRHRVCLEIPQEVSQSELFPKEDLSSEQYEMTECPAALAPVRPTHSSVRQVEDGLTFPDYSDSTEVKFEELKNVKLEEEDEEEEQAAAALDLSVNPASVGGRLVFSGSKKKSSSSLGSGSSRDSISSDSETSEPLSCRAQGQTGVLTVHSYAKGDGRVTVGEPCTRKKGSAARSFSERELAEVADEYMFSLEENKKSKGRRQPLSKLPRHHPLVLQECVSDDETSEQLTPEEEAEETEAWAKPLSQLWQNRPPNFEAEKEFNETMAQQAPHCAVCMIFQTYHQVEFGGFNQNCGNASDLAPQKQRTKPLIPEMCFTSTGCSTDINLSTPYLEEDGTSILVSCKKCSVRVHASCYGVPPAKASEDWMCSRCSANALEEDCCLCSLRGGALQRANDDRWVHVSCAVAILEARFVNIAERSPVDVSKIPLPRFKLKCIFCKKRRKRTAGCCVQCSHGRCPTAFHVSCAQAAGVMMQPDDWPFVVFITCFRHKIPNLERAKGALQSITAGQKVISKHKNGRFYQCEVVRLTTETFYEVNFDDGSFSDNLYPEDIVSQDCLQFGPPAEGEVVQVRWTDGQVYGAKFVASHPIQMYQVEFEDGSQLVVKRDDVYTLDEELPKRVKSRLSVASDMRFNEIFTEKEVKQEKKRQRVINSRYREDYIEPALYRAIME
# G9a block – blocks human histone lysine methyltransferase G9a | G9a H3K9 monomethylation, AlphaScreen, 2 h | Potency, µM (titrated, usually from 102 µM), for inactives: top-dose activity, negative = inhibition, usual class: inhibitors | 8.8% of 350,000 active | AID 504332; further: on the % scale 0 is the no-effect control and ±100 the full control effect; nearly all actives have a fitted effect of over 75% in size
#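 Quantitative HTS format: methyltransferase activity on a biotin-tagged H3K9 peptide is measured by AlphaScreen, using a rabbit anti-monomethyl-H3K9 antibody with streptavidin donor and anti-IgG acceptor beads. Final levels are 20 nM enzyme, 500 nM peptide, 20 uM SAM; 2 h RT.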
# POLI inh – blocks human DNA polymerase iota activity. Q9UNA4. Pol iota fluorescent replication assay, 10 min. Potency, µM (titrated, usually from 115 µM), for the others: at the top dose activity, negative = inhibition, most hits filed as inhibitors. 1% of 390,000 active. AID 588590
#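 Fluorescent replication assay read twice, at 0 min and 10 min after adding 50 nM (final) substrate. Enzyme (10 nM) and compounds were first incubated 15 min at room temperature; enzyme-free buffer wells were negative controls.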
# POLK inh – blocks human DNA polymerase kappa activity. 0.53% of 400,000 active. AID 588579. Q9UBT6. Potency, µM (titrated, usually from 107 µM), inactives show at the top dose activity, negative = inhibition, actives largely listed as inhibitors. purified Pol kappa, fluorescent DNA synthesis assay, 10 min; further: on the % scale 0 is the no-effect control and ±100 the full control effect
#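 10 nM Pol kappa preincubated 15 min at room temperature with compounds, then reaction started with substrate at 50 nM final. Fluorescence read kinetically at 0 and 10 min; buffer-only wells served as negative control.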
# POLB inh – blocks human DNA polymerase beta activity. P06746. Pol beta primer extension/strand displacement, fluorescence kinetic. Potency, µM (titrated, usually from 114 µM), inactives show at the highest dose activity change, negative = inhibition, usual class: inhibitors. 1.3% of 340,000 active. AID 485314; further: on the % scale 0 is the no-effect control and ±100 the full control effect
#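 Human Pol beta at 10 nM; strand-displacement substrate 50 nM final. Compound exposure 15 min at room temperature before start, reaction 10 min at room temperature.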
# APEX1 inh – APE1 (human) endonuclease inhibition; Potency, µM (titrated, usually from 65.8 µM), inactives show at the highest dose activity change, negative = inhibition, usual class: inhibitors; 0.35% of 350,000 active; P27695; AID 2517; recombinant APE1, TAMRA/BHQ-2 abasic DNA cleavage fluorescence;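 further: plate controls were vehicle for no effect and reference inhibitor for full effect; nearly all actives have a fitted effect of over 55% in size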
#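 0.75 nM APE1 + cpd, 15 min RT; start w/ 50 nM TAMRA/BHQ-2 THF-abasic dsDNA; kinetic fluor 525/598 nm ×3 reads @60 s; Δ(read3−read1); normalized to DMSO and NSC13755 control wells.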
# BLM inh – blocks DNA unwinding by human BLM helicase; AID 2528; P54132; recombinant BLM DNA unwinding, fluorescence dequenching; Potency, µM (top dose mostly 56.1 µM), for the others: at the highest dose activity change, negative = inhibition, most hits filed as inhibitors; 0.2% of 350,000 active;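 further: plate controls were vehicle for no effect and no enzyme for full effect; nearly all actives have a fitted effect of over 35% in size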
# * hit, by the source's call; ? = inconclusive; · = no result given; [ ] = dose if it differs, or a comment. The call rests on the fitted dose curve; in most records, active means well fitted curve in the direction sought with a large enough effect; inconclusive means small, poorly fitted or top-dose-only effect, or another doubt; inactive means no such curve, though single readings can be large; an effect the other way counts as inactive or inconclusive. Potency means the concentration at half of the fitted maximal effect. Some of the compounds tested. The share of hits here may be higher or lower than overall.
[1] CCn1cc(C(=O)NN)c(=O)c2cc(F)c(NC3CCCCC3)cc21
[2] CCCN(CCC)C(=O)Cn1c(=O)n(-c2ccc(Cl)c(Cl)c2)c(=O)c2c(C)c(C(=O)N(C)C)sc21
[3] CC1(C)CC(=O)C=C(NC2CCCCCCC2)C1
[4] CCOC(=O)C1=C(C)N=c2s/c(=C\c3cc(OC)c(OC)c(OC)c3)c(=O)n2C1/C=C/c1ccccc1 (stereo not given)
[5] O=C(C1CCC1)N1CCN(S(=O)(=O)c2cc(F)ccc2F)CC1
[6] COc1ccccc1NC(=O)CCNC(=O)c1ccc(C)cc1
[7] CC(C)Cc1nnc(NC(=O)CCc2ccccc2)s1
[8] Cc1cc(=O)oc(C)c1C(=O)OCC(=O)c1ccccc1
Screen / compound no. | 1 | 2 | 3 | 4 | 5 | 6 | 7 | 8
Pol eta inh | -9% | 1% | 0% | -19% | -21% | -26% | 0% | -1%
BAZ2B block | ? | 0% | 6% | 4% | -1% | -22% | -4% | 10%
JMJD2A Tudor inh | -11% | -18% | 6% | -23%[57.1 µM] | -5% | -10% | -2% | -9%
G9a block | 21% | 7%[59 µM] | ? | 18% | -3% | 35%[59 µM] | 35µM* | 14%
POLI inh | 25% | 17% | 25% | -14% | 18% | 27% | 7% | 110%[activator]
POLK inh | 7% | -5%[60.1 µM] | -10% | -5% | -12% | -14% | -8% | -5%
POLB inh | 74% | 14% | 4% | 4% | · | 20% | 35% | 25%
APEX1 inh | 4% | · | 3% | -3% | -5% | 49%[activator] | 1% | -2%
BLM inh | 4% | -3% | 3% | -6% | · | -2% | -1% | 0%

# Compound profiles, from the list above:
# Record of COc1ccccc1NC(=O)CCNC(=O)c1ccc(C)cc1 : Pol eta inh = -26%; BAZ2B block = -22%; JMJD2A Tudor inh = -10%; G9a block = 35%[59 µM]; POLI inh = 27%; POLK inh = -14%; POLB inh = 20%; APEX1 inh = 49%[activator]; BLM inh = -2%
# Record of Cc1cc(=O)oc(C)c1C(=O)OCC(=O)c1ccccc1 : Pol eta inh = -1%; BAZ2B block = 10%; JMJD2A Tudor inh = -9%; G9a block = 14%; POLI inh = 110%[activator]; POLK inh = -5%; POLB inh = 25%; APEX1 inh = -2%; BLM inh = 0%

# Marked active in G9a block (from the list above):
cpd	structure	Pol eta inh	BAZ2B block	JMJD2A Tudor inh	G9a block	POLI inh	POLK inh	POLB inh	BLM inh
7	CC(C)Cc1nnc(NC(=O)CCc2ccccc2)s1	0%	-4%	-2%	35µM*	7%	-8%	35%	-1%

# (next part)
[9] O=C1NC[C@H](c2ccccc2)OC(=O)[C@H](Cc2ccc(F)cc2)CC/C=C/C[C@@H]1CC(=O)N(CCO)Cc1ccccc1
[10] COc1ccc(C(=O)C2CCN(C(=O)c3ccc(C)cc3)CC2)cc1
[11] CNC(=O)CC(CC(=O)c1ccccc1)c1ccccc1 (stereo not given)
[12] O=C(Nc1nc(-c2ccccn2)cs1)C1CC1
[13] CCN(CC(=O)NCc1ccc(Cl)cc1)C(=O)c1ccc(S(=O)(=O)N(C)C)cc1
[14] Cc1cc(-c2c(C)n([O-])c(C)c(C)[n+]2=O)ccc1F
[15] CCCn1ccc(O)c(Cc2ccc(Cl)cc2)c1=O
[16] Cc1ccnc(NC(=O)CCC(=O)N(CC(=O)NC(C)(C)C)c2ccc3c(c2)OCCO3)c1
Screen / compound no. | 9 | 10 | 11 | 12 | 13 | 14 | 15 | 16
Pol eta inh | -10% | -11% | -18% | -1% | -19% | 1% | -3% | -7%
BAZ2B block | · | 2% | 11% | 50µM* | -10% | 0% | 16% | -14%
JMJD2A Tudor inh | -23% | -7% | -17% | 56µM* | -15% | -2%[57.1 µM] | 1% | -7%
G9a block | · | 1%[59 µM] | 9%[2.33 µM] | 9% | 5% | 26% | 0% | ·
POLI inh | -14% | -11% | 17% | ? | 215%[activator] | 5% | 8% | 56%[activator]
POLK inh | -28% | 9% | -23% | -15% | 1% | -10% | -8% | 0%
POLB inh | · | 15% | · | 1% | -3% | -11% | -3% | ?
APEX1 inh | -17% | -3% | -4% | 2% | -1% | -3% | -6% | 5%
BLM inh | · | -3% | · | 3% | 0% | 3% | 0% | 3%

[17] CC1CN(C(C)C(=O)NNC(=O)c2ccc(F)cc2)CC(C)O1 (stereo not given)
[18] Cc1ncc([N+](=O)[O-])n1CC(=O)Nc1ccc(F)cc1F
[19] COC(=O)C1CCN(C(=O)C(C)Oc2ccc(Cl)cc2Cl)CC1 (stereo not given)
[20] Cc1c2ccccc2nc2c(F)c(N(C)C)c(F)c(F)c12
[21] COc1cccc(C(=O)Nc2cccc(NC(=O)c3ccc(Cl)cc3Cl)c2)c1
[22] COc1ccc(CCC(=O)Nc2cccc(S(=O)(=O)N3CCCC3)c2)cc1OC
[23] COC(=O)Nc1nnc(-c2ccc(OC)cc2)s1
[24] Cc1ccnc(SCC(=O)N2CCN(c3cccc(Cl)c3)CC2)n1
Screen / compound no. | 17 | 18 | 19 | 20 | 21 | 22 | 23 | 24
Pol eta inh | -9% | -17% | -9% | -15% | -24% | -6% | -21% | 6%
BAZ2B block | · | 7% | -1% | 134%[activator] | -6% | 4% | -2% | 3%
JMJD2A Tudor inh | -12% | -2% | -1% | 82%[activator] | -20% | -11% | -7% | -28%
G9a block | · | 17% | -6%[59 µM] | 58%[activator] | ? | 3%[2.33 µM] | 11% | ?
POLI inh | 44%[activator] | 131%[activator] | 24% | 12% | 15% | -17% | 17% | 4%
POLK inh | 5% | -3% | -7% | -9% | -8% | 3% | -9% | -7%
POLB inh | · | 0% | 1% | 23% | -25% | · | 1% | 0%
APEX1 inh | -10% | -8% | 8% | 8% | · | -11% | -4% | -1%
BLM inh | · | 3% | 1% | -6% | -4% | · | -2% | -8%

[25] CCC(Sc1nnc(C)s1)C(=O)Nc1nccs1 (stereo not given)
[26] COc1ccc(CNC(=O)CN(C(=O)CCC(=O)Nc2nccs2)c2ccccc2C)cc1
[27] O=C(c1cccs1)N(c1ccc(Br)cc1)C1C=CS(=O)(=O)C1 (stereo not given)
[28] O=C1C2CCCN2c2ccc(S(=O)(=O)N3CCOCC3)cc2N1Cc1ccccc1F (stereo not given)
[29] COc1ccc(C(=O)N2CCCCCC2)cc1OC1CCN(C(C)C)CC1
[30] Cc1cc2c(cc3c(SCc4nc(-c5ccccc5)oc4C)nnc(C)n32)o1
[31] O=c1oc2ccccc2c(Nc2ccccc2)c1[N+](=O)[O-]
[32] Clc1cccc(Cc2ccc(Cl)nn2)c1
Screen / compound no. | 25 | 26 | 27 | 28 | 29 | 30 | 31 | 32
Pol eta inh | 9% | -14% | 5% | -2% | -15% | · | -13% | -1%
BAZ2B block | -5% | -34% | -13% | 2% | 0% | -15% | 3% | -1%
JMJD2A Tudor inh | -6% | -12% | -13% | -10%[57.1 µM] | -3% | -11% | -23% | -11%
G9a block | 1% | 7% | -27% | · | 0% | -6%[59 µM] | ? | 7%
POLI inh | 8% | 48%[activator] | 9% | 1% | 21% | 5% | 6% | 77%[activator]
POLK inh | 0% | -20% | -17% | -2% | -4% | -2% | -10% | 6%
POLB inh | 12% | 20% | 0% | 9% | -24% | 1% | 3% | 9%
APEX1 inh | -6% | 19% | 4% | 7% | 20% | · | -3% | -2%
BLM inh | -1% | -3% | -9% | 0% | 2% | -9% | -1% | 1%

[33] COc1ccc(NC(=O)c2sc3nc(C)c(C(=O)Nc4ccc(C)cc4C)c(-c4sccc4C)c3c2N)cc1
[34] O=C(NCC1CCCN1S(=O)(=O)c1cccs1)c1ccccc1 (stereo not given)
[35] COC(=O)C1=C(C)N(CCCC(=O)O)C(=O)NC1c1ccccc1OS(=O)(=O)c1ccc([N+](=O)[O-])cc1 (stereo not given)
[36] COC(=O)c1cccc(N(CC(=O)NCC2CCCO2)C(=O)CCC(=O)Nc2cc(C)on2)c1 (stereo not given)
[37] CCc1nnc(NC(=O)c2nc(S(=O)(=O)Cc3ccccc3)ncc2Cl)s1
[38] Cc1cccc(NC(=S)N2CCN(C(=O)c3ccco3)CC2)c1C
[39] CC(Sc1nnc2n1CCCCC2)C(=O)Nc1cccc(S(=O)(=O)N2CCOCC2)c1 (stereo not given)
[40] CN1CCN(Cc2nc(N)nc(Nc3ccc4c(c3)OCCO4)n2)CC1
Screen / compound no. | 33 | 34 | 35 | 36 | 37 | 38 | 39 | 40
Pol eta inh | -16% | -23% | -1% | -3% | 8% | -7% | 4% | -7%
BAZ2B block | 0% | 7% | · | 5% | ? | -24% | 5% | 50µM*
JMJD2A Tudor inh | -14% | -3% | -23% | 1% | 7.9µM* | -2% | -5% | ?
G9a block | 4%[59 µM] | -27% | · | 7% | 28µM* | 2% | 9%[0.501 µM] | -29%
POLI inh | 20% | 19% | 18% | 117%[activator] | ? | 11% | 84%[activator] | 2%
POLK inh | 0% | -19% | -3% | 3% | -8% | 1% | -15% | -8%
POLB inh | 3% | · | · | 32% | 8% | 0% | · | 46%
APEX1 inh | · | 4% | · | -1% | 4% | 65% | -8% | 0%
BLM inh | -9% | · | · | -1% | 0% | -2% | · | -5%

[41] Cc1ccc(Cn2c(C)c3cnn(CC(=O)NC4CCCC4)c(=O)c3c2C)cc1
[42] COc1ccccc1C1=NN(C(=O)c2ccccc2)C(c2ccc(Br)cc2)C1 (stereo not given)
[43] COc1cc(/C(C)=N/NC(=O)Cc2c(C)[nH][nH]c2=O)ccc1O
[44] CSc1nc2ccc(NS(=O)(=O)c3ccc([N+](=O)[O-])cc3)cc2s1
[45] CC(=O)NC(Cc1c[nH]c2ccccc12)C(=O)NCc1ccco1 (stereo not given)
[46] COc1ccccc1C(=O)NC(C)c1ccc(-n2ccnc2)cc1 (stereo not given)
Screen / compound no. | 41 | 42 | 43 | 44 | 45 | 46
Pol eta inh | 11% | -18% | -6% | -10% | -7% | -12%
BAZ2B block | 2% | ? | -2% | ? | 2% | -23%
JMJD2A Tudor inh | -6% | -18% | 2% | -36% | -17% | -18%
G9a block | 4% | -25%[2.33 µM] | 16% | · | 9% | 24%
POLI inh | 6% | 31%[activator] | 10% | 57%[activator] | -7% | -7%
POLK inh | 4% | -4% | 1% | -6% | 0% | -8%
POLB inh | 6% | 1% | -1% | ? | 30% | 9%
APEX1 inh | -9% | 7% | 3% | -5% | -5% | 37%
BLM inh | -3% | -6% | 1% | -7% | -1% | -1%
